Source: PubChem (several laboratories)
Cardio protect = protects H9c2 cardiomyocytes from peroxide injury | protection from H2O2 cell death, % at 20 µM | AID 588492 | H2O2 injury protection, ATPLite, 2 h | 360,000 tested, 0.63% active;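 active = compounds giving at least 50% protection of heart cells from peroxide-induced death in the single-dose screen, raw or plate-pattern-corrected value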;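 note: 0% = DMSO wells with peroxide and 100% = DMSO wells without peroxide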
HTR2A ag = mouse HTR2A agonism via beta-arrestin recruitment; CHO-K1 mHTR2A beta-arrestin complementation, luminescence; percent of 30 µM serotonin response; activation, % at 7.6 µM; 360,000 tested, 0.66% active; AID 624169;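 active = activation above a run cutoff, the mean activation of all tested compounds plus 3 SD, cut at about 14% in these data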;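 note: 0% = plate median of compound wells and 100% = 30 µM serotonin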
Target sequence (P35363 whole entry, looked up): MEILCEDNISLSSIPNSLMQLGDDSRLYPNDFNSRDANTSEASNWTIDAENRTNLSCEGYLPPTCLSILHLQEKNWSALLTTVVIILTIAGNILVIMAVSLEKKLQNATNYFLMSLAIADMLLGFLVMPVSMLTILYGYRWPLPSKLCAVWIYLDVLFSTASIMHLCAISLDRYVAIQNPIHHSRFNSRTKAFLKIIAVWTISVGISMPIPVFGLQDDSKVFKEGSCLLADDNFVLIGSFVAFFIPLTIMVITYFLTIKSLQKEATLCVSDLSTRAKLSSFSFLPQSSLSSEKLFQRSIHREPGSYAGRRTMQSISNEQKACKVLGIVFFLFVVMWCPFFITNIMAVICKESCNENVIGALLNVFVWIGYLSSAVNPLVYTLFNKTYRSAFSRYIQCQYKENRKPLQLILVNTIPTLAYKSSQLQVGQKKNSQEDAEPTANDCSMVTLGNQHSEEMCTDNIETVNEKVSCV
MC4R barr agon = agonists of human melanocortin 4 receptor (MC4R) beta-arrestin; activation, % at 8.9 µM; P32245; 360,000 tested, 0.98% active; U2OS MC4R beta-arrestin complementation, luminescence; percent of melanotan II response, DMSO zero;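 active = activation above a per-plate cutoff, the mean activation of sample wells on that plate plus 3 SD, cut at about 8% in these data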
ABHD5-PLIN5 inh = blocks binding of human ABHD5 to perilipin-5 | Q00G26+Q8WTS1 | Split G. princeps luciferase complementation, luminescence, 4 h | inhibition, % at 4 µM | 360,000 tested, 0.78% active | AID 602281;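 active = inhibition above the mean inhibition across every tested compound plus 3 SD, cut at about 22% in these data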;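 note: 0% = DMSO only wells and the 100% control is not disclosed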
PDI turbidity = PDI (human) enzyme inhibition; 350,000 tested, 0.052% active; P07237; inhibition, % at 10 µM; AID 588391; PDI insulin aggregation turbidity, A650, 90 min;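 active = mean inhibition across replicates of 30% or more, whatever share of single replicates reach that level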;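 note: absorbance from insulin aggregation driven by PDI reduction with DTT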
Target sequence (P07237 whole entry, looked up): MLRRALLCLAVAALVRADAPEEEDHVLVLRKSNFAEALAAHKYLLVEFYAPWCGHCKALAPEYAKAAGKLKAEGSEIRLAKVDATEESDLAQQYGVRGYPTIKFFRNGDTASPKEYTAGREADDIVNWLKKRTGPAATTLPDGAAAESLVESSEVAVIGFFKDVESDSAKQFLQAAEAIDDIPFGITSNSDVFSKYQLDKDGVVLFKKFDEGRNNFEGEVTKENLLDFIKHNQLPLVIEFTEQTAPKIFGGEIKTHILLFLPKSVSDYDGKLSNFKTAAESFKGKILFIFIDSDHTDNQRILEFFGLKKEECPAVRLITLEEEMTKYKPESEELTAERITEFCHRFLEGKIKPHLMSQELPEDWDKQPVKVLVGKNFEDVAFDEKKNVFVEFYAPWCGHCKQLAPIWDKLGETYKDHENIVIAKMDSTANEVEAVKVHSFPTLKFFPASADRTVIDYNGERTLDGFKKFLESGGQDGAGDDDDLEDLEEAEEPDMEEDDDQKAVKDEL
CaV13 ICDI inh = Disruptors of the CACNA1D IQ motif to Ca2+-dependent inactivation inhibitor domain association, primary screening, Förster resonance energy transfer in intact living …. AID 743397. inhibition, % at 12.3 µM. 340,000 tested, 0.098% active. HEK cells, CFP/YFP FRET ICDI-IQ, plate reader, 10 min; percent FRET-ratio fall versus neutral wells;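 active = mean replicate inhibition of at least 30% and at least 1% of replicates passing that level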;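 note: 0% = median of the neutral control wells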
MC4R antag cAMP = human MC4R antagonism in cAMP assay; AID 540295; 360,000 tested, 0.48% active; inhibition, % at 6.5 µM; MC4R-expressing cells, MTII-stimulated cAMP, LANCE TR-FRET;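 active = inhibition above its plate's cutoff, the mean of tested wells on that plate plus 3 SD, cut at about 29% in these data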;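 note: 0% = Melanotan II alone and 100% = Melanotan II plus saturating MCL0020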
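material = U2OS cells stably expressing human melanocortin 4 receptor (MC4R) | also added = Melanotan II challenge | dosing = single nominal compound dose of 6.5 µM | detection = TR-FRET with Eu-cAMP and labeled anti-cAMP, 671 nm | replication = singlicate | timing = compound 30 min, challenge 1 h, detection 1 h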
Glyco luc inh = blocks N-linked glycosylation in D54 reporter cells | reporter increase, % at 12.5 µM | D54 ERlucT glycosylation luciferase reporter, 24 h; percent of 100 nM tunicamycin response | 360,000 tested, 0.23% active;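 active = mean luciferase reporter signal, scaled so untreated is 0 and the glycosylation-blocking control 100, at or above a set limit in every replicate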;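 note: luciferase carries N-glycosylation sites so blocking glycosylation raises the light; 0% = median of neutral control wells and 100% = median of 100 nM tunicamycin wells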
ABCB6 inh MLPCN = human ABCB6 transporter inhibition; Q9NP58; K562-ABCB6 porphyrin accumulation, flow cytometry, 1 h; hits give low values; fluorescence ratio to DMSO, % at 10 µM; 360,000 tested, 0.19% active;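 active = fluorescence ratio to DMSO below 75%, the collection mean minus 3 SD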;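 note: signal is porphyrin accumulated inside mitochondria; 100% equals median channel fluorescence of DMSO control wells; lower ratio means ABCB6 inhibition with less porphyrin fluorescence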
Exocytosis inh = lytic granule exocytosis inhibition; TALL-104 LAMP-1 surface exposure, flow cytometry; cells stimulated with thapsigargin and PMA; 360,000 tested, 0.66% active; inhibition, % at 10 µM;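 active = inhibition above about 55%, limit read from the data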
Active calls of the source: *; . = not tested or not shown.

SMILES | Cardio protect | HTR2A ag | MC4R barr agon | ABHD5-PLIN5 inh | PDI turbidity | CaV13 ICDI inh | MC4R antag cAMP | Glyco luc inh | ABCB6 inh MLPCN | Exocytosis inh
NC(=O)c1cc(NC(=O)CCCc2nc3ccccc3s2)cc(C(N)=O)c1 | -1 | -4 | 0.1 | 8 | -3 | 0 | 4 | 0 | 98 | 0
COc1ccc(C2C(C(=O)Nc3ccccc3)=C(C)Nc3nc(CCCO)nn32)cc1 (centres undefined) | 2 | -6 | 0.1 | -5 | 4 | -6 | -2 | 2 | 102 | 0
Cc1oc(-c2ccccc2F)nc1CS(=O)(=O)CC(=O)NCc1ccco1 | 1 | -3 | -0.9 | 3 | . | -6 | 3 | 2 | 96 | -1
CCS(=O)(=O)N1CCC(C(=O)NCCN2CCN(Cc3ccccc3)CC2)CC1 | -2 | -1 | -2.2 | 5 | -9 | -6 | -5 | 2 | 97 | 2
COc1cccc(C(C)(O)c2nc(-c3cc(F)cc(F)c3)cs2)c1 (centres undefined) | -8 | 0 | 2.3 | -12 | 0 | -4 | -5 | -6 | 95 | -2
CC(=O)c1cn(N2CCCCC2)c(=O)[nH]c1=O | 8 | 2 | -1.3 | 3 | 4 | -18 | 1 | 1 | 91 | -18
CCOP(=O)(OCC)C(Nc1ccc(OC)cc1)c1ccco1 (centres undefined) | -10 | 19* | -0.4 | 1 | -2 | -9 | 8 | 2 | 99 | -2
CCc1nc(C(N)=O)c2[nH]c(=O)n(-c3ccc(OC)cc3OC)c2n1 | 4 | -3 | -3.6 | -4 | 2 | . | 4 | 2 | 100 | -8
CCCC(=O)N1CCN(c2ccc(NC(=S)NC(=O)CC)cc2)CC1 | 7 | 4 | 0.0 | 8 | 10 | -4 | 0 | 0 | 96 | 0
NC1=NN=C(c2ccc3c(c2)OCCO3)CS1 | -12 | 0 | -0.4 | -2 | -1 | -2 | 8 | -13 | 95 | 0
CC(=O)Nc1ccc(S(=O)(=O)NCCC(=O)OC(C)C(=O)NC2(C#N)CCCCC2)cc1 (centres undefined) | 0 | 4 | 2.1 | -1 | -7 | -2 | -7 | -1 | 92 | 6
Cc1cccn2cc(CNC(=O)c3ccco3)nc12 | 12 | 9 | -1.0 | -1 | -2 | -5 | -4 | 0 | 105 | 0
COc1ccc(-c2nn(-c3ccccc3)cc2/C=N/Nc2ccc(S(N)(=O)=O)cc2[N+](=O)[O-])cc1OC | 14 | 1 | -0.1 | 5 | -7 | -5 | 11 | -2 | 98 | 6
CCN(CC)c1ccc(S(=O)(=O)N(CC)CC)cc1NC(=O)C1CCCC1 | -13 | -2 | -0.7 | -1 | -3 | -4 | 7 | -2 | 100 | -1
C=CCn1nc(C(=O)Nc2ccc(OC)cc2)cc1-c1sc(NC(=O)c2ccccc2)nc1C | . | 6 | . | 4 | . | -16 | . | . | . | 13
CC(C)(C)OC(=O)C[C@@H]1C/C=C\C[C@H](CC(=O)N(CCO)Cc2ccccc2)C(=O)N2CCC[C@H]2COC1=O | 23 | 4 | -1.3 | 16 | -5 | -13 | 1 | -1 | 98 | -15
CCC(Oc1ccccc1)C(=O)Nc1nnc(S(=O)(=O)N2CCCCC2)s1 (centres undefined) | -3 | 8 | 0.6 | 3 | -2 | -3 | -2 | -1 | 96 | -3
CCn1c(SCC(=O)NC2CCCC2)nc2c1c(=O)n(C)c(=O)n2C | 1 | 0 | -0.8 | 0 | 6 | -3 | 9 | 0 | 98 | -9
Cc1nc2c(C)cccc2cc1C(=O)N/N=C/c1ccc(N(C)C)cc1 | 2 | -1 | -1.1 | -6 | -11 | -6 | 1 | 7 | 95 | -6
CC(C)(C)N(Cc1ccccc1)C(=O)COC(=O)Cn1[nH]c(=O)c2ccccc2c1=O | 27 | 1 | -0.3 | 6 | -9 | -10 | 10 | 3 | 94 | -3
COc1ccccc1NC(=O)Cn1cnc2c(nc3n2CCCCC3)c1=O | 3 | -4 | -3.2 | -4 | -8 | -13 | 5 | 7 | 103 | 3
CCOC(=O)c1c(N)ssc1=S | 1 | 3 | 1.6 | -15 | 2 | . | -1 | 1 | 103 | 12
CC1CCCN(C(=O)Cn2c3ccccc3c3nc4n(c(=O)c32)CCS4)C1 (centres undefined) | 1 | -3 | -1.4 | 11 | -7 | -4 | -1 | -2 | 103 | 0
O=C(NCc1ccc2c(c1)OCO2)C1CC(c2ccc(Cl)cc2)=NO1 (centres undefined) | -12 | -1 | 1.3 | -2 | -1 | -1 | -20 | 2 | 105 | 4
CCN1CCN(C(=S)Nc2ccccc2Cl)CC1 | -2 | 0 | -1.1 | -2 | 9 | -3 | 10 | -1 | 84 | -3

Five entries from above, sorted by length of the SMILES, ascending:
SMILES | Cardio protect | HTR2A ag | MC4R barr agon | ABHD5-PLIN5 inh | PDI turbidity | CaV13 ICDI inh | MC4R antag cAMP | Glyco luc inh | ABCB6 inh MLPCN | Exocytosis inh
CCN1CCN(C(=S)Nc2ccccc2Cl)CC1 | -2 | 0 | -1.1 | -2 | 9 | -3 | 10 | -1 | 84 | -3
COc1ccccc1NC(=O)Cn1cnc2c(nc3n2CCCCC3)c1=O | 3 | -4 | -3.2 | -4 | -8 | -13 | 5 | 7 | 103 | 3
Cc1oc(-c2ccccc2F)nc1CS(=O)(=O)CC(=O)NCc1ccco1 | 1 | -3 | -0.9 | 3 | . | -6 | 3 | 2 | 96 | -1
CCC(Oc1ccccc1)C(=O)Nc1nnc(S(=O)(=O)N2CCCCC2)s1 (centres undefined) | -3 | 8 | 0.6 | 3 | -2 | -3 | -2 | -1 | 96 | -3
CCS(=O)(=O)N1CCC(C(=O)NCCN2CCN(Cc3ccccc3)CC2)CC1 | -2 | -1 | -2.2 | 5 | -9 | -6 | -5 | 2 | 97 | 2

Further records follow.
SMILES | Cardio protect | HTR2A ag | MC4R barr agon | ABHD5-PLIN5 inh | PDI turbidity | CaV13 ICDI inh | MC4R antag cAMP | Glyco luc inh | ABCB6 inh MLPCN | Exocytosis inh
Cc1cc2occ(CC(=O)OCC(=O)Nc3sc4c(c3C#N)CCC(C)C4)c2cc1C (centres undefined) | 1 | -2 | 0.8 | -2 | 0 | -3 | 8 | 1 | 98 | 1
Cc1c(NC(=O)c2cnc(Cl)c(Cl)c2)c(=O)n(-c2ccccc2)n1C | -6 | 5 | -0.2 | -5 | -11 | -2 | 6 | 1 | 98 | -4
CCc1cc(Br)ccc1NC(=S)NCCc1ccccc1 | -9 | -10 | 3.3 | -5 | 4 | . | 4 | -5 | 102 | -4
Cc1ccc(-c2ocnc2C(=O)Nc2nc(C)cs2)cc1 | 6 | 1 | 3.1 | -6 | 1 | -6 | 2 | 3 | 95 | -20
O=S(=O)(O)c1cccnc1SCc1ccccc1 | 0 | 0 | -1.0 | 13 | -5 | -2 | -4 | 3 | 99 | -13
COc1ccc(C(=O)c2ccc(OC)c(OC)c2OC)cc1 | -4 | -5 | -3.3 | -6 | 2 | -3 | -14 | 14 | 100 | -7
CCOc1ccc2nc(NC(=O)C3CCCN(S(=O)(=O)c4cccc5nonc45)C3)sc2c1 (centres undefined) | -1 | 2 | 1.3 | -10 | -3 | -4 | 33* | -2 | 101 | 4
CC(=O)Nc1cc(-c2ccc(N)cc2)cn2c(-c3cccc(C(F)(F)F)c3)cnc12 | 3 | -2 | 11* | -5 | -5 | -12 | 17 | 5 | 110 | 0
O=C(O)[C@H]1Cc2ccccc2CN1S(=O)(=O)c1ccc(F)cc1 | 8 | 4 | -0.9 | 4 | -3 | -4 | -1 | 3 | 101 | -5
O=C(NCc1cccc(F)c1)c1noc2c1CCCC2 | -2 | -1 | -1.3 | -5 | 1 | -5 | 4 | 3 | 98 | 2
Cc1ccc(S(=O)(=O)N2CCN(CCOc3ccccc3)CC2)cc1 | -5 | -15 | -2.1 | 4 | -1 | -13 | 3 | 0 | 96 | 13
COc1cccc(-c2csc(N3CCN(CC(=O)NNC(=O)c4ccc(Br)cc4)CC3)n2)c1 | 4 | 12 | 10.0* | 6 | 0 | -8 | -5 | -4 | 103 | 3
CC1CC(C)CN(C(=O)CSc2ncnc3sccc23)C1 (centres undefined) | 7 | -3 | 0.8 | -3 | -5 | -3 | 21 | 0 | 100 | 0
CN(c1ccccc1)S(=O)(=O)c1ccc(C(=O)NCC(c2ccco2)N2CCCCC2)cc1 (centres undefined) | -6 | -12 | 0.4 | -5 | 0 | -6 | 13 | -3 | 96 | -5
Cc1c(/C(O)=C2/C(=O)C(=O)N(Cc3cccnc3)C2c2ccccn2)cnn1-c1ccccc1 (centres undefined) | -5 | -2 | 0.6 | 3 | 1 | -7 | 25 | -7 | 94 | -1
COc1ccc(C(=O)NCc2ccccc2OC)cc1 | 4 | 1 | 1.2 | -4 | -4 | -4 | 12 | 0 | 95 | -3
CCOc1ccc(NC(=S)N/N=C(\C)Cc2ccc(OC)cc2)cc1 | -6 | -3 | -0.4 | -12 | 3 | -3 | 4 | -1 | 154 | -5
CC/C(C)=N/N1C(=O)c2ccccc2NC1(C)CC (centres undefined) | -1 | 0 | 1.4 | 0 | 8 | 8 | 16 | 1 | 95 | 26
CC(Sc1nc2ccccc2c(=O)[nH]1)C(=O)O (centres undefined) | 1 | 0 | -1.0 | 2 | 6 | -7 | 2 | 0 | 106 | -5
CCOc1ccc(N=C2NC(=O)C(CC(=O)Nc3ccccc3)S2)cc1 (centres undefined) | 8 | 0 | -0.6 | -1 | -3 | -4 | -3 | -9 | 170 | 1
COC(=O)CCCCCCCCCCN1CCCCC1 | -3 | -1 | 0.5 | 4 | -16 | -19 | 4 | 3 | 105 | -3
Clc1ccc2nc(N3CCCCC3)[nH]c2c1 | -6 | -3 | -1.7 | 1 | -1 | -7 | 3 | -8 | 105 | -6
Nc1nc(SCC(=O)Nc2cccc(F)c2)n[nH]1 | 4 | 2 | -0.3 | -5 | 1 | -5 | -3 | 2 | 99 | 0
CCCC(C)C(=O)OCC(=O)NCc1ccc(OC)c(OC)c1 (centres undefined) | 0 | -2 | 0.2 | -5 | -5 | . | 6 | 0 | 99 | 3
N#Cc1ccc(C(=O)N2CCC3CC2c2cc(N4CCCCC4)ccc23)cc1 (centres undefined) | -10 | 2 | 0.0 | -9 | -6 | -4 | 13 | -3 | 98 | -2
CNC(=O)c1c(NC(=O)CCS(=O)(=O)c2ccccc2)sc2c1CCN(C(=O)OC)C2 | -1 | 6 | -1.8 | -10 | 4 | -2 | 18 | 2 | 98 | 8
CC1(C(=O)NCc2ccc(Cl)cc2)CCN1C(=O)Cc1ccc(Cl)cc1Cl (centres undefined) | -1 | -9 | -2.0 | 4 | 12 | -8 | -10 | 0 | 94 | -3
O/N=C(\COc1ccccc1O)c1ccccc1 | 1 | 4 | 0.2 | -1 | 1 | . | -3 | 0 | 101 | 1
C1CSC2(N1)C1CC3CC2CC(C1)C31NCCS1 (centres undefined) | 8 | 2 | 0.2 | -30 | -6 | -5 | 5 | 0 | 111 | -5
